# Screening results as filed in PubChem.
# NPC1 prom act – qHTS Assay for NPC1 Promoter Activators | Huh7 NPC1 promoter luciferase reporter, 24 h | Potency, µM (highest dose often 9.22 µM), inactives show at the highest dose activation, actives largely listed as activators | actives 2.4% (n = 320,000) | AID 485313, 2010;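 also: potency is read from the fitted curve at half-maximal effect; % of control where 0% means no effect; nearly all actives have a fitted effect of over 60% in size; reporter is driven by a mutant NPC1 promoter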
#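 Compounds in DMSO were transferred onto Huh7 NPC1-luciferase reporter cells pre-incubated 2 h; after 24 h at 37 °C, Amplite reagent was dispensed and luminescence recorded 10 min later.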
# Rab9 prom act – qHTS Assay for Rab9 Promoter Activators. Huh7 Rab9 promoter-luciferase reporter, luminescence, 24 h. Potency, µM (titrated, usually from 9.22 µM), without a hit: top-dose activation, negative = inhibition, actives largely listed as activators. actives 2.8% (n = 320,000); also: potency is read from the fitted curve at half-maximal effect; % of control where 0% means no effect; nearly all actives have a fitted effect of over 60% in size
#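 Promoter activation is measured as luciferase luminescence in Huh7 cells stably transfected with a Rab9 promoter–luciferase construct, following 24 h compound exposure at 37 °C and 10 min reagent incubation at ambient temperature.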
# BRCA1 expr act – qHTS Assay to Identify Small Molecule Activators of BRCA1 Expression | AID 624202, 2012 | actives 1.1% (n = 380,000) | Potency, µM (series often up to 46.1 µM), for inactives: top-dose activation, actives largely listed as activators | MCF7-BRCA1-FFLuc reporter, luminescence, 48 h; response scale: scaled: vehicle 0%, 10 µM genistein 100%; also: potency is read from the fitted curve at half-maximal effect; nearly all actives have a fitted effect of over 80% in size; some results filed as inactive show a strong effect at the top dose
#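 Luminescence from a BRCA1-driven firefly luciferase in MCF7 cells was read after 48 h compound exposure at 37 C. Data normalized against DMSO and a 10microM genistein activation control, then curve-fitted across the titration.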
# FLuc modulator – qHTS profiling assay for firefly luciferase inhibitor/activator using purifed enzyme and Km concentrations of substrates (counterscreen for miR-21 project); Luciferin 4-monooxygenase (Photinus pyralis), P08659; purified FLuc, Km substrates, luminescence inhibition; Potency, µM (series often up to 57.5 µM), without a hit: top-dose activity change, negative = inhibition, actives largely listed as inhibitors; actives 6.9% (n = 360,000);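 also: potency is read from the fitted curve at half-maximal effect; plate controls were vehicle for no effect and reference inhibitor for full effect; nearly all actives have a fitted effect of over 55% in size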
#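 Purified P. pyralis luciferase, 10 nM final, with Km-level 10 uM D-luciferin and 10 uM ATP in 50 mM Tris acetate pH 7.5, 10 mM Mg acetate, 0.01% Tween-20, 0.05% BSA; 6-point qHTS titration about 60 µM downward; luminescence read.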
# TRPV1 agonist – HTS Assay for Compounds that Act as Agonists of the Vanilloid Receptor 1. Transient receptor potential cation channel subfamily V member 1 (Homo sapiens), Q8NER1. activation, % at 8.33 µM. AID 540275, 2011. actives 0.19% (n = 320,000). TRPV1-expressing cells, Fluo-8 calcium influx, agonist mode; in the data active = activation above about 80%; inconclusive = between about 30% and that limit; also: 0% is about no effect
#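 Cells expressing TRPV1 were dye-loaded with Fluo-8 and read kinetically: 10 s baseline, 3 min after compound (agonist portion), then 2 min after EC20 capsaicin (allosteric enhancer portion). Calcium-bound dye fluorescence at 480/520 nm.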
# ELG1 genotox – qHTS screen for small molecules that induce genotoxicity in human embryonic kidney (HEK293T) cells expressing luciferase-tagged ELG1; Potency, µM (doses to about 46 µM), without a hit: top-dose activity change, positive = activation, usual class: activators; actives 1.3% (n = 330,000); HEK293T ELG1-luciferase reporter, luminescence, 16 h; also: potency is read from the fitted curve at half-maximal effect; % of control where 0% means no effect; nearly all actives have a fitted effect of over 60% in size
#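 DMSO vehicle served as control against compound-treated ELG1-luciferase HEK293T cells; exposure lasted 16 hr at 37 °C and 5% CO2, followed by ONE-Glo luminescence detection after 30 min.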
# RORg inh – qHTS for inhibitors of ROR gamma transcriptional activity; Nuclear receptor ROR-gamma (Mus musculus), P51450; actives 5.4% (n = 310,000); Drosophila S2 Gal4-RORgamma UAS-luciferase reporter, 20 h; AID 2551, 2010; Potency, µM (doses to about 53.6 µM), for inactives: top-dose activity change, negative = inhibition, most hits filed as inhibitors; also: potency is read from the fitted curve at half-maximal effect; % is scaled to controls: 0 for no effect and ±100 for the full control effect; nearly all actives have a fitted effect of over 60% in size
# Target sequence (P51450 whole entry, looked up, the tested form may be a part): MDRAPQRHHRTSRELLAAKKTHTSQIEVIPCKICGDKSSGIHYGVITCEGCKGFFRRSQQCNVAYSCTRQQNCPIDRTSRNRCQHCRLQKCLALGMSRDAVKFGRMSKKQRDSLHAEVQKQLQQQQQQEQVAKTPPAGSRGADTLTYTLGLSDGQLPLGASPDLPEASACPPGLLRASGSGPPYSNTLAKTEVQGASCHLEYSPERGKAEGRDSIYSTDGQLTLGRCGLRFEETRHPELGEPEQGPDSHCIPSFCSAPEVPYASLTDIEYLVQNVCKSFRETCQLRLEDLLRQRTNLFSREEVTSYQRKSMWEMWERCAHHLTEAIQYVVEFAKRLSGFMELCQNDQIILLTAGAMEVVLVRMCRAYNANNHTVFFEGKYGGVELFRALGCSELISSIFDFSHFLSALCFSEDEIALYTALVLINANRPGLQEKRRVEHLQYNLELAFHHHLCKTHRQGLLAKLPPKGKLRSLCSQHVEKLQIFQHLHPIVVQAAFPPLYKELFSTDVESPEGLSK
#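 Drosophila S2 cells stably expressing Gal4-DBD/mouse RORγ fusion under metallothionein promoter plus UAS-luciferase; compound 1 h, then 700 uM CuSO4 induction for 20 h at ambient temperature; inhibition read as reduced luminescence.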
# p53 reactivation – qHTS assay for re-activators of p53 using a Luc reporter | H1299 p53-A138V BP100-luciferase reporter, luminescence, 24 h | Potency, µM (titrated, usually from 92.2 µM), for the others: at the top dose activity change, positive = activation, actives largely listed as activators | actives 0.063% (n = 320,000) | AID 504706, 2011; also: potency is read from the fitted curve at half-maximal effect; % of control where 0% means no effect; nearly all actives have a fitted effect of over 45% in size
#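 p53-null H1299 cells stably carrying temperature-sensitive p53-A138V and a BP100-luciferase reporter were pinned with compounds (4-point, 1:5 series) and held 24 hrs at 37 deg C. Luminescence was read 10 min after detection reagent.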
# ELG1 DNA repair – qHTS screen for small molecules that inhibit ELG1-dependent DNA repair in human embryonic kidney (HEK293T) cells expressing luciferase-tagged ELG1; Potency, µM (titrated, usually from 46.1 µM), without a hit: at the top dose activity change, negative = inhibition, usual class: inhibitors; HEK293T ELG1-luciferase reporter, luminescence, 16 h; DNA damage induced by 5-fluorouridine; actives 2.3% (n = 330,000); AID 504467, 2011; also: potency is read from the fitted curve at half-maximal effect; % is scaled to controls: 0 for no effect and ±100 for the full control effect; nearly all actives have a fitted effect of over 55% in size
#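 5-Fluorouridine DNA damage + compound/DMSO, 2,000 cells/well, 16 h, 37 °C/5% CO2. ONE-Glo, 30 min RT, luminescence. Readout = decrease in reporter signal.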
# Gal4-VP16 FLuc – VP16 counterscreen qHTS for inhibitors of ROR gamma transcriptional activity; AID 2546, 2010; Drosophila S2 Gal4-VP16 UAS-luciferase, luminescence, 20 h; Potency, µM (top dose mostly 53.6 µM), without a hit: at the top dose activity, negative = inhibition, actives largely listed as inhibitors; actives 3.5% (n = 310,000);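 also: Gal4-VP16 expression switched on by copper sulfate through the metallothionein promoter; potency is read from the fitted curve at half-maximal effect; % is scaled to controls: 0 for no effect and ±100 for the full control effect; nearly all actives have a fitted effect of over 50% in size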
# Tb PFK inh – qHTS Assay to Find Inhibitors of T. brucei phosphofructokinase. T. brucei PFK, ADP-Glo luminescence. Potency, µM (top dose mostly 57.5 µM), for the others: at the top dose activity, negative = inhibition, most hits filed as inhibitors. actives 0.17% (n = 330,000);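 also: potency is read from the fitted curve at half-maximal effect; 0% = uninhibited 1x PFK enzyme wells and -100% = no-enzyme wells; nearly all actives have a fitted effect of over 60% in size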
# Target sequence (O15648 whole entry, looked up): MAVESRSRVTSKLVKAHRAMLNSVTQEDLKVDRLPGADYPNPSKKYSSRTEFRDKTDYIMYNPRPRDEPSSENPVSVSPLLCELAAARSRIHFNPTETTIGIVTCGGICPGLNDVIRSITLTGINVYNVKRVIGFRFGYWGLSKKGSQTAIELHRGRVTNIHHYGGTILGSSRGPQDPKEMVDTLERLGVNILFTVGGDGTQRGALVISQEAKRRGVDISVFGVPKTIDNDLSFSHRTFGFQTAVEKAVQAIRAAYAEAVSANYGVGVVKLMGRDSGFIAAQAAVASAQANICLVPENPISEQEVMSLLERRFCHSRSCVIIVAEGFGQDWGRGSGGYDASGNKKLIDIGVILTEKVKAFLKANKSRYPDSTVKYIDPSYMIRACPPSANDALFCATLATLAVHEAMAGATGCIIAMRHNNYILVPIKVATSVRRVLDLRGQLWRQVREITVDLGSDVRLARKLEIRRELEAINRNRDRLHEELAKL
#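 PFK 1.25 nM, F6P 0.5 mM, ATP 0.1 mM, 0.1 M TEA pH 8.0, 5 mM MgCl2, 0.01% Tween20, 0.1% BSA; 45 min RT. ADP-Glo readout. qHTS titration up to 57 uM; curves fitted, compounds curve-classed.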
# * marks the source's active call; other numbers are inactive results; ? = inconclusive; nt = not tested or not shown; & = joins results of further samples; [ ] = dose if it differs, or a comment. Unless noted, calls follow the shape of the dose curve; as a rule, active = well fitted curve in the direction sought with a large enough effect; inconclusive = small, poorly fitted or top-dose-only effect, or another doubt; inactive = no such curve, though single readings can be large; an effect the other way counts as inactive or inconclusive.
no.	Molecule	NPC1 prom act	Rab9 prom act	BRCA1 expr act	FLuc modulator	TRPV1 agonist	ELG1 genotox	RORg inh	p53 reactivation	ELG1 DNA repair	Gal4-VP16 FLuc	Tb PFK inh
1	COc1ccc(C(=O)c2ccc(N(C)C)cc2)c(OC)c1	-30%	-20%	-54%	-17%	2	0%	-14%	-3%	?	-3%	3%
2	O=C(c1cccc(F)c1)N1CCCc2ccccc21	3%	4%	-14%	-2%	1	0%	-32%[1.91 µM]	nt	-7%	1%	2%
3	Cc1c(-c2ccccc2)c(P(=O)(N2CCOCC2)N2CCOCC2)c2ccccn12	-1%	3%	1%	1%	0	2%	-6%	-8%	1%	-10%	?
4	COc1ccc(-c2nc(-n3c(C)c(C(C)=O)c(C(C)=O)c3C)sc2C)cc1	0%	20%	-47%	7%	24	-4%	11%	-1%	-23%	-10%	-6%
5	COc1ccc(Br)cc1S(=O)(=O)n1ccnc1C	-3%	-5%	-6%	-1%	-5	-2%	-19%	5%	?	7%	2%
6	CCc1ccccc1NC(=O)c1ccc([N+](=O)[O-])s1	-3%	5%	-68%[inhibitor]	3%	0	-10%	14µM*	-1%	12µM*	6%	-1%
7	COC(=O)C1=C(C)N(CCc2cc(OC)c(OC)c(OC)c2)C(=O)N[C@H]1c1cccs1	0%	-1%	nt	0%	0	-1%	?	-2%	-18%	5%&-7%	0%
8	O=C(NNS(=O)(=O)c1ccc(F)cc1)c1ccc([N+](=O)[O-])cc1	2%	-2%	1%	0%	0	0%	2%	-5%	-2%	-13%	-9%
9	CC(O)[C@H]1CNC(=O)C(=O)N1CCc1cccc2ccccc12 (some centres undefined)	2%	-4%	-17%	2%	0	3%	-31%	6%	13%	-2%	-13%
10	Cc1nn(CC(=O)NCC(C)c2ccccc2)c(=O)c2cccn12 (centres undefined)	-3%	0%	-1%	2%	-1	3%	11%	3%	17%	-1%	1%
11	N#Cc1ccc(CSc2nnc(-c3cccc(S(=O)(=O)N4CCCCC4)c3)o2)cc1	-4%	-11%	-29%	-3%	3	-5%	9%	0%	?	5%	7%
12	CCOc1ccc(N2C(=O)CC(NCC3CCCO3)C2=O)cc1 (centres undefined)	-6%	-3%	8%	1%	-2	1%	-2%	4%	7%	-7%	-2%
13	O=C(Nc1ccc2nc3n(c(=O)c2c1)CCCCC3)C(=O)N1CCN(c2ccccc2)CC1	-5%	-1%	-13%	1%	-2	-8%	42%	8%	?	-2%	2%
14	O=C(CNC(=O)/C=C/c1ccco1)N=Nc1c(O)[nH]c2ccccc12	-5%	-1%	2%	-5%	14	1%	4%	0%	?	-11%	?
15	CN(C)c1ccc(CNC(=O)CN(C)S(=O)(=O)c2cccc3cccnc23)cc1	0%	-4%	-1%	0%	1	-4%	-1%	1%	-14%	5%	-4%
16	CCOC(=O)C1=NN(N=O)C2(CC(=O)N(c3cc(C)cc(C)c3)C2=O)C1 (centres undefined)	-3%	0%	-6%	1%	-2	2%	22%	-1%	?	?	-1%
17	O=C(CCN1CCOCC1)N/N=C/c1cc([N+](=O)[O-])ccc1OC(F)F	1%	1%	-28%	-1%	1	0%	-1%	7%	-8%	-14%	2%
18	COc1ccc(OC(=O)c2ccc(OC)c(S(=O)(=O)N3CCOCC3)c2)cc1	-1%	-3%	-6%	3%	0	0%	10%	0%	-5%	1%	-4%
19	NC(=S)N/N=C1\CCOc2ccc(F)cc21	-2%	-4%	18%	0%	-1	-2%	5µM*	2%	0%	22µM*	-3%
20	Cc1ccc(S(=O)(=O)N2CCN(C(=O)CCn3cncn3)CC2)cc1C	1%	3%	-14%	1%	0	0%	14%	-1%	-2%	-4%	1%
21	O=C(CCCn1nnc2ccccc2c1=O)N[C@H](C(=O)O)c1ccccc1	-2%	-2%	-1%	3%	-2	-1%	-2%	2%	?	-2%	12%
22	COc1ccccc1CN(Cc1cc2cc(C)ccc2[nH]c1=O)Cc1nnnn1CC1CCCO1 (centres undefined)	6%	-7%	-36%	-1%[2.3 µM]	26	-12%	-1%	-8%	?	?	22%
23	Cc1ccc(C)c(NC(=O)c2cc(S(=O)(=O)N3CCCCC3)ccc2N2CCOCC2)c1	1%	-1%	-34%	8%	19	1%	nt	3%	-5%	nt	0%
24	COC(=O)c1ccc(NC(=O)c2cccc(N3C(=O)CCC3=O)c2)cc1	0%	-6%	-11%	?	0	0%	nt	5%	1%	nt	-9%
25	O=C(CSc1nc2ccccc2o1)Nc1ccc(N2CCOCC2)c(Cl)c1	3%	?	6.3µM*	?	5	9%	34%	?	?	-24%	-8%
26	Cc1ccc(-n2nnnc2SCC(=O)Nc2ccc3c(c2)COC3=O)cc1C	11%	-2%	0%	-3%	0	11%	-4%[0.365 µM]	5%	5%	nt	-27%
27	COC(=O)C1CCN(C(=O)COC(=O)/C=C/c2ccc(O)c(OC)c2)CC1	nt	nt	0%	nt	nt	0%	nt	1%	17%	nt	2%
28	COc1ccc2[nH]c3c(c2c1)CCN1C(=O)C(CC(=O)NC/C=C(\C)CCC=C(C)C)C[C@H](C(=O)N(C(C)C)C(C)C)[C@@]31C (some centres undefined)	nt	nt	4%	nt	nt	-1%	nt	-1%	-29%	nt	1%
29	COC(=O)C1=C(NC(=O)c2ccccc2[N+](=O)[O-])CCS1	0%	10%	2%	0%	-1	1%	-29%	13%	-9%	10%	5%
30	NC(=O)c1nn(-c2ccccc2)nc1NC(=O)CN1CCCC1	-2%	0%	-5%	-13%	-1	2%	-3%	3%	-3%	3%	2%

no.	Molecule	NPC1 prom act	Rab9 prom act	BRCA1 expr act	FLuc modulator	TRPV1 agonist	ELG1 genotox	RORg inh	p53 reactivation	ELG1 DNA repair	Gal4-VP16 FLuc	Tb PFK inh
31	CCCc1cc(C(=O)N2CCCC(C(=O)c3cc(C)c(OC)c(C)c3)C2)n(C)n1 (centres undefined)	9%	-12%	5%	0%	-1	-3%	22%	-8%	8.2µM*	4%	-19%
32	O=C(O)c1ccc(NC(=S)NCc2ccccc2)cc1	1%	-3%	12%	4%	1	-3%	-35%	nt	-1%	7%	-1%
33	O=C(CSc1cccc[n+]1[O-])Nc1cccc(S(=O)(=O)NC2=NCCCCC2)c1	-4%	3%	1%	-1%	1	3%	4%	6%	16%	-9%	-2%
34	COCc1c(C(=O)OC)nnn1-c1ccccc1	0%	-1%	1%	-4%	1	2%	-19%	9%	16%	-4%	-9%
